Screening data: PubChem BioAssay, National Center for Advancing Translational Sciences (NCATS)
B2AR arrestin: recruits beta-arrestin to the human beta2-adrenergic receptor; P07550; beta-arrestin recruitment to beta2AR, cell-based reporter; AID 492947; hit rate 0.02% among 330,000; Potency, µM (highest dose often 46.1 µM), for inactives: at the top dose activation, actives largely listed as activators;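 further: potency means the concentration at half of the fitted maximal effect; 0% = DMSO controls and full agonism = EC100 isoproterenol or metaproterenol; nearly all actives have a fitted effect of over 65% in size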
KCNH2 3.1 block: KCNH2 3.1 (human) potassium channel inhibition; hit rate 0.95% among 340,000; U2OS KCNH2 3.1, thallium flux FluxOr; hits give low values; AID 720553; activity change, % (tested at about 1.8 µM);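 active means maximum activity change below -70%; inconclusive means maximum activity change from -70% to -50%; inactive means maximum activity change above -50%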;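 further: thallium influx rate constant from kinetic fluorescence after stimulation buffer; on the % scale 0 is the no-effect control and ±100 the full control effect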
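Kinetic fluorescence (2 min after stimulation buffer) measures Tl+ influx through KCNH2 3.1 expressed by viral transduction in U2OS cells; the rate constant is normalized against DMSO controls serving as positive and negative references.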
MLL CXXC-DNA inh: inhibitors of human MLL CXXC domain-DNA interaction; MLL-CXXC / FITC-HOXA9 DNA fluorescence polarization; Potency, µM (doses to about 115 µM), without a hit: at the highest dose activity change, negative = inhibition, hits mostly inhibitors; hit rate 0.037% among 290,000; active means well fitted inhibition curve with a large enough effect in the polarisation, with a control signal flat, not every such curve was filed as active; inconclusive means small, poorly fitted or top-dose-only effect, or effect the other way, or a change in a side signal; inactive means no such curve, though single readings can be large or run the other way; the % refers to the polarisation; further: potency means the concentration at half of the fitted maximal effect
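Purified MLL-CXXC (added from a 7 uM solution) was preincubated 5 min at ambient with pinned compounds in 50 mM Tris-HCl pH 7.5, 50 mM NaCl, 1 mM DTT, 0.05% BSA. Fluorescein-labeled HOX-A9 DNA (50 nM solution) followed, 30 min, then polarization read.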
Menin-MLL TR inh: menin-MLL binding inhibition, Texas Red mutant peptide | O00255 | Menin + Texas Red MLL mutant peptide, fluorescence polarization | Potency, µM (doses to about 61.6 µM), inactives show at the highest dose FP activity change, negative = inhibition, actives largely listed as inhibitors | hit rate 0.23% among 270,000 | AID 1768; active means well fitted inhibition curve with a large enough effect in the polarisation, with a control signal flat, not every such curve was filed as active; inconclusive means small, poorly fitted or top-dose-only effect, or effect the other way, or a change in a side signal; inactive means no such curve, though single readings can be large or run the other way; the % refers to the polarisation; further: potency means the concentration at half of the fitted maximal effect; % of control where 0% means no effect; many of its hits are not listed in these tables
TRPV1 agonist: activates the human vanilloid receptor TRPV1; Q8NER1; TRPV1-expressing cells, Fluo-8 calcium influx, agonist mode; activation, % at 8.33 µM; hit rate 0.19% among 320,000; AID 540275; in the data active means activation above about 80%; inconclusive means between about 30% and that limit; further: 0% is about no effect
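TRPV1-expressing cells were cultured overnight at 35.5C and loaded with Fluo-8 calcium dye for 40 to 90 min at room temperature. After a 10 s baseline, compound was added and calcium influx was read kinetically for 3 min (ex 480/em 520 nm).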
Coupling enz: counter-screen for Giardia aldolase inhibitors: coupling enzyme system | hit rate 0.67% among 290,000 | coupling enzyme system counterscreen, AmpLite Red fluorescence | activity change, negative = inhibition, % at 58.2 µM, hits read low; in the data active means activity change below about -30%; further: on the % scale 0 is the no-effect control and ±100 the full control effect
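Compounds tested against the coupling enzymes alone at 57.5 uM final; readout was AmpLite Red fluorescence (525/598 nm) after 20 min at RT.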
Giardia killer: Giardia lamblia killing | Giardia lamblia trophozoite viability | hit rate 0.15% among 340,000 | activity change, % at 7.66 µM, hits read low | AID 540267; in the data active means activity change below about -80%; inconclusive means between about -30% and that limit;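 further: parasites exposed to compound for two days anaerobically before the ATP read; on the % scale 0 is the no-effect control and ±100 the full control effect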
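Each well holds 100 Giardia trophozoites and compound. After two days (48 hrs) at 37 deg C in anaerobic conditions, ATP is quantified by luminescence.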
PKM2 activator: PKM2 (human) enzyme activation. purified PKM2, Kinase-Glo ATP luminescence, activation; response scale: 0% is enzyme alone, no compound. hit rate 0.34% among 260,000. P14618. Potency, µM (top dose mostly 57.5 µM), inactives show top-dose activation, most hits filed as activators; further: potency means the concentration at half of the fitted maximal effect; on the % scale 0 is the no-effect control and ±100 the full control effect; nearly all actives have a fitted effect of over 55% in size
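Purified hPK-M2 (>95%) run at intermediate activity with 0.1 mM ADP and 0.5 mM PEP in 50 mM imidazole pH 7.2, KCl, MgCl2; 1 h room temperature. ATP formed read by Kinase-Glo luminescence; normalized to uninhibited and no-enzyme controls.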
GALK inh: galactokinase (human) inhibition; Potency, µM (top dose mostly 57.5 µM), for inactives: at the highest dose activity change, negative = inhibition, actives largely listed as inhibitors; AID 1868; P51570; hit rate 0.007% among 270,000; Purified GALK, Kinase-Glo residual ATP luminescence; further: potency means the concentration at half of the fitted maximal effect; on the % scale 0 is the no-effect control and ±100 the full control effect
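ATP-depletion format; final 35 uM ATP, 100 uM D-galactose, 5 nM enzyme; pH 8.0 HEPES/Mg2+ buffer; 60 min RT; luminescence read 10 min after detection reagent.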
USP2a inh: USP2a (human) protease inhibition. O75604. USP2 core, Ub-CHOP2 coupled fluorogenic reporter, 485/531. Potency, µM (titrated, usually from 38.3 µM), for inactives: at the highest dose activity change, negative = inhibition, hits mostly inhibitors. hit rate 0.01% among 330,000;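 further: potency means the concentration at half of the fitted maximal effect; plate controls were DMSO wells for no effect and full inhibition by NEM control for full effect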
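Cell-free coupled assay: 10nM USP2 core preincubated 30min RT with compound in Tris-HCl pH 8.0/CaCl2/CHAPS buffer, then 25nM Ub-CHOP2 and 25nM reporter substrate; fluorescence (Ex 485/Em 531) read after 60min RT, normalized to NEM inhibition, concentration-response curves fitted.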
KCNH2 WT inh: KCNH2 (human, wildtype) channel inhibition; Q12809; activity change, % at 1.84 µM; U2OS, BacMam KCNH2, thallium flux FluxOr; hits give low values; hit rate 0.37% among 340,000; AID 720551;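 active means maximum activity change below -70%; inconclusive means maximum activity change between -70% and -50%; inactive means maximum activity change above -50%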; further: on the % scale 0 is the no-effect control and ±100 the full control effect
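U2OS cells transduced with wild-type KCNH2 virus are loaded with FluxOr dye for 45 min, and thallium flux is measured in kinetic reads before and after stimulation buffer. Rate constants are normalized to DMSO controls.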
* = called active by the depositor; i = inactive; ? = inconclusive; · = no result given; [ ] = remark or other dose. Unless noted, the call rests on the fitted dose curve; in most records, active means well fitted curve in the direction sought with a large enough effect; inconclusive means small, poorly fitted or top-dose-only effect, or another doubt; inactive means no such curve, though single readings can be large; an effect the other way counts as inactive or inconclusive. This is a subset; count on the stated rates, not on these rows.

Structure | B2AR arrestin | KCNH2 3.1 block | MLL CXXC-DNA inh | Menin-MLL TR inh | TRPV1 agonist | Coupling enz | Giardia killer | PKM2 activator | GALK inh | USP2a inh | KCNH2 WT inh
CCN1CCCC1CNC(=O)c1ccc(N2CCCC2=O)cc1 (stereo not given) | -0.3% | -4 | -5% | -1% | 3 | 6 | 7 | 1% | 0% | -2% | 18
c1ccc(-c2nc(NCc3ccco3)c3oc4ccccc4c3n2)cc1 | -0.2% | -1 | 4% | ? | 7 | · | -14 | -7% | 0% | -1% | 3
O=C(Nc1ccc(F)c(F)c1)C1CCCN1S(=O)(=O)c1ccc(F)cc1 (stereo not given) | 0.4% | -3 | 3% | · | 7 | · | 2 | -11% | 3% | 1% | -3
C[C@H](CO)N1C[C@H](C)[C@@H](CN(C)C(=O)Nc2ccccc2)Oc2ccc(NS(=O)(=O)c3ccccc3)cc2C1=O | -0.1% | 3 | · | · | · | · | 3 | · | · | 3% | 0
CC(C)C(NC(=O)c1ccc(C(C)(C)C)cc1)C(=O)NC1=NCCS1 (stereo not given) | 0.4% | -2 | -1% | -6% | 5 | -1 | 3 | 1% | -3% | 4% | 5
Cc1ccc(NC(=O)c2c(C)nc3ccccn23)cc1C | 0.3% | 5 | -4% | -12% | ? | -8 | 16 | -20% | -1% | -4% | 14
O=C(CN1CCOc2ccccc21)NCc1ccccc1 | -1.1% | 0 | 2% | 7% | -1 | -3 | -3 | 0% | · | 0% | 1
Cc1cc2ncn(CCOc3ccccc3C#N)c2cc1C | -0.3% | -5 | 11% | 17% | 3 | -1 | 9 | -5% | 1% | -7% | -10
Cc1c(NC(=O)CS(=O)(=O)c2ccccc2)c(=O)n(-c2ccccc2)n1C | -0.2% | 10 | -2% | 1% | 5 | 2 | -1 | 2% | 1% | -1% | -14
CC(=O)Nc1ccc(NC(=O)CSc2nnc(-c3cccnc3)o2)cc1 | -0.2% | 20 | · | · | -1 | · | 9 | · | · | 0% | -3
COC(=O)C(C)NC(=O)c1ccc(C(C)(C)C)cc1 (stereo not given) | -0.4% | 15 | -3% | 16% | 22 | -2 | -24 | 0% | 1% | 2% | 8
COc1cccc(NC(=O)Cn2cnc3c(oc4nc5c(cc43)CCCC5)c2=O)c1 | -0.9% | 15 | 20% | · | 4 | · | -18 | · | 2% | -1% | -9
COc1cccc(C(=O)N(CN2CCCC2=O)c2cccc(Cl)c2)c1 | -0.6% | 18 | -5% | -4% | 5 | 0 | 5 | 0% | 2% | 1% | -2
COC(=O)Nc1ccc2ncn(C)c(=O)c2c1 | -0.3% | 5 | 11% | -2% | -1 | -2 | 6 | 2% | 3% | 3% | -3
CCCCn1c(=O)[nH]c(=O)c2c1nc(Cn1ncc(Cl)c(Cl)c1=O)n2CCC | -0.1% | -1 | -14% | -1% | 0 | 2 | 8 | 2% | -3% | -1% | 0
COc1cc(S(=O)(=O)NC2CCCC2)ccc1F | 0.1% | 15 | 3% | · | -1 | 2 | -14 | 0% | -3% | -1% | -1
CCOc1ccc(CCNC(=O)Cn2c(=O)c3cccn3c3cccnc32)cc1 | -0.1% | -13 | 27% | 16% | 1 | -2 | 11 | · | 0% | 2% | -3
Cc1ccc(/C([O-])=C(/C(=S)NCc2ccco2)[n+]2ccccc2)cc1 | -0.8% | · | 12% | -9% | 0 | -13 | · | -1% | -2% | 4% | ·
Cc1ccc(CNC(=O)CCC2CCCN(Cc3cc4ccccc4o3)C2)o1 (stereo not given) | -0.7% | -9 | 4% | · | -4 | 3 | -2 | 12% | 6% | 0% | 23
Cc1ccc(NC(=O)N2CCCC(C(=O)O)C2)cc1 (stereo not given) | -0.5% | 0 | 1% | · | 2 | 2 | -8 | -1% | 5% | 7% | -4
COCCN1Cc2cccc(C(=O)Nc3ccc(C)cc3)c2C1=O | -0.3% | -4 | 8% | -5% | 9 | 2 | -6 | 3% | 1% | 2% | i
Cc1ccccc1NC(=O)OCc1ccccc1 | -0.7% | -17 | -4% | 0% | 4 | 1 | -15 | -4%[11.5 µM] | 1% | 1% | -9
CC(C)(C)c1ccc(C(=O)NCc2ccc(Cl)cc2)cc1 | -0.5% | -21 | 5% | ? | -4 | -3 | -1 | 1% | -4% | -2% | -4
COc1ccc(OC)c(NC(=O)C2CCCN(S(=O)(=O)c3ccc(-n4cnnn4)cc3)C2)c1 (stereo not given) | -0.5% | -11 | 5% | 2% | 26 | 0 | 3 | 0% | -1% | 0% | 8
C=CCSc1nnc(-c2cc(C(C)(C)C)nn2Cc2ccc(F)cc2)n1C | 3.4% | -6 | 0% | · | ? | 3 | 7 | 1% | 0% | 1% | -3
O=C1CCc2cc(S(=O)(=O)NC(Cc3ccccc3)C(=O)NC3CCCC3)ccc2N1 (stereo not given) | 0.4% | -8 | 4% | 1% | 0 | 3 | 0 | 3% | 3% | 0% | -6
CC1(C)Cc2c(sc3nc(SCC(=O)O)nc(N)c23)CO1 | -0.8% | 27 | -6% | -8% | -1 | 0 | 7 | -24% | 5% | 2% | -6
CCC[C@@H](CN[C@@H](CNC)[C@H](C)CC)NCC1CCC(C(C)(C)C)CC1 (stereo not given in full) | -1.2% | -21 | 51%[activator] | -26% | -4 | 1 | 7 | -1% | · | -8% | -8
O=c1[nH]c(SCc2ccccc2)nc2ccsc12 | -0.3% | 13 | -1% | -3% | -3 | 1 | -13 | 4% | 0% | 1% | -3
CC(C)CC(NC(=O)C1CCC(C)CC1)C(=O)Nc1ccccn1 (stereo not given) | -0.1% | -22 | 0% | -6% | 17 | 3 | 1 | -4% | 3% | 2% | 1
CN(C)c1ccc(CN2CCCCCC2)cc1 | 0.1% | -3 | -3% | -4% | -1 | -2 | 4 | -6% | 1% | -1% | 14
CC(C)(C)c1ccc(C(=O)NCC(=O)O)cc1 | -0.6% | -6 | -13% | 3% | 0 | 1 | 15 | 2% | 0% | -1% | 7
C=C(C)Cn1c(N2CC(C)CC(C)C2)nc2c1c(=O)[nH]c(=O)n2C (stereo not given) | -0.1% | 7 | 14% | · | 14 | 7 | -14 | -3% | -2% | 1% | 7
S=c1[nH]nc(-c2ccc(Cl)cc2Cl)n1-c1ccc(Cl)cc1 | -0.1% | 3 | ? | 24% | -3 | 0 | ? | -13% | 0% | -3% | 8
COc1ccc(-c2nnn(CCc3nn[nH]n3)n2)cc1OC | -0.3% | -5 | 3% | 1% | -3 | 4 | -14 | -1% | 0% | -1% | 4
COCCN(C(=O)c1snc(C(N)=O)c1N)C(C(=O)NC1CCCCC1)c1cc(OC)c(OC)c(OC)c1 (stereo not given) | -0.5% | 6 | 2% | -10% | -1 | 3 | -16 | -2% | · | 0% | 0
CSc1ncccc1C(=O)OCC(=O)NC(C)C | -0.3% | 18 | 5% | -12% | -5 | 0 | -6 | -11% | -2% | 1% | -16
CCOC(=O)C1(CC2CCCCO2)CCN(Cc2cccnc2)CC1 (stereo not given) | -0.1% | -1 | -8% | -6% | 3 | 2 | 3 | ? | 3% | -3% | -22
CCOC(=O)c1c(NC(=O)CSc2nc3nc(C)cc(C)n3n2)sc(CC)c1C | -0.9% | · | 1% | 2% | 5 | 2 | 13 | 7% | 1% | 1% | 3
O=C(CNC(=O)c1sc2ccccc2c1Cl)Nc1ccccc1F | 3.7% | 8 | · | · | 9 | · | 2 | · | · | -1% | 6
COc1cc2c(C#N)c(N3CCc4ccccc4C3)nc(N)c2c(N)n1 | 0.2% | 2 | -4% | ? | 1 | -49* | 6 | -2% | -3% | -1% | -2
NS(=O)(=O)c1ccc(NC(=O)NC2CCCCC2)cc1 | -0.1% | · | 0% | 0% | -1 | 4 | 8 | 1% | 0% | -2% | -11
CCOC(=O)C1(Cc2cccc(OC)c2)CCN(C2CCOCC2)CC1 | 0.4% | -32 | -1% | ? | 7 | 0 | -6 | -5% | 9% | 2% | 34
COCCn1c(N/N=C(C)/C=C/c2ccccc2)nc2c1c(=O)[nH]c(=O)n2C | -0.4% | · | 54%[activator] | 10% | -3 | -4 | · | 1% | 6% | 1% | ·
Cn1c(SCCOc2cccc(Cl)c2)nnc1-c1ccncc1 | -1.1% | -3 | -5% | ? | -3 | -2 | 9 | -3% | · | 2% | 12
